# Yeast growth inh: yeast BB579 growth reduction in restrictive medium; S. cerevisiae BB579 growth, OD615, 48 h; inhibition, % at 10 µM; hit rate 0.51% among 140,000;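 active = inhibition above a set limit, 3 SD over the mean compound inhibition, cut at about 44% in these data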; also: inactives centre near -24
#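 test system = yeast BB579 (DeaD) | buffer or medium = restrictive CSMM-D medium | doses = single compound dose of 10 µM, 0.25% DMSO final | times = 4 h preincubation and 48 h exposure at 30 °C | technique = culture absorbance at 615 nm | benchmarks = amphotericin B 10 µg/mL, positive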
# Yeast lifespan up: extends the lifespan of yeast; S. cerevisiae growth with nicotinamide, OD615; deaD strain in restrictive glucose medium; inhibition of the nicotinamide effect, % at 10 µM; hit rate 0.68% among 130,000; AID 775;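 active = inhibition above a set limit, placed 3 SD over the median of all compounds, cut at about 26% in these data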;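 also: 0% = nicotinamide-treated wells and 100% = cells grown without nicotinamide; some compounds called inactive have numbers as strong as hits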
#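 Measured by: optical density (absorbance) at 615 nm; System: modified budding yeast, DeaD strain; Medium: restrictive CSMM-D dextrose medium; Timing: 4 h preincubation then 48 h treatment at 30 °C.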
# NPY Y2 blocker: NPY-Y2 (human) receptor antagonism. P49146. NPY-Y2 expressing cells, antagonist mode. inhibition, % at 2.7 µM. hit rate 0.99% among 140,000; in the data active = inhibition above about 17%;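 also: 0% = vehicle with agonist challenge and 100% = reference antagonist with challenge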
# Target sequence (P49146 whole entry, looked up): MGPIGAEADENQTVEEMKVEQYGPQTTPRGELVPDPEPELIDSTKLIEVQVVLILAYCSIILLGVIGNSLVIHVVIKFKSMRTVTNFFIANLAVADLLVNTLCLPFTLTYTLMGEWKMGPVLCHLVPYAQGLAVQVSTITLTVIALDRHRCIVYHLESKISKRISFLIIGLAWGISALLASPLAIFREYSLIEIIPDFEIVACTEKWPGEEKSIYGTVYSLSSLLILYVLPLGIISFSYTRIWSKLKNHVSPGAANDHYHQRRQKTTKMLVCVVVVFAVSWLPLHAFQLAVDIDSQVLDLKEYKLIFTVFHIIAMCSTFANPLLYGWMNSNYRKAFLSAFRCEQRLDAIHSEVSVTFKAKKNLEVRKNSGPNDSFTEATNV
# Measles CPE: protection of cells from measles virus; Measles virus-infected cells, CPE protection, absorbance; protection (pct of control), % at 4 µM; hit rate 1.5% among 140,000; in the data active = protection mostly above about 24%, no sharp cut-off; inactive = mostly below about 26%; also: some compounds called inactive have numbers as strong as hits
# GALR2 blocker: antagonists of human galanin receptor 2 (GALR2); O43603; GALR2-expressing cells, antagonist mode; AID 828; hit rate 0.39% among 140,000; inhibition, % at 4 µM; in the data active = inhibition above about 27%;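 also: cells stimulated with galanin 1-16 at roughly its EC80; 0% = agonist challenge control and 100% = basal control without agonist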
# Target sequence (O43603 whole entry, looked up): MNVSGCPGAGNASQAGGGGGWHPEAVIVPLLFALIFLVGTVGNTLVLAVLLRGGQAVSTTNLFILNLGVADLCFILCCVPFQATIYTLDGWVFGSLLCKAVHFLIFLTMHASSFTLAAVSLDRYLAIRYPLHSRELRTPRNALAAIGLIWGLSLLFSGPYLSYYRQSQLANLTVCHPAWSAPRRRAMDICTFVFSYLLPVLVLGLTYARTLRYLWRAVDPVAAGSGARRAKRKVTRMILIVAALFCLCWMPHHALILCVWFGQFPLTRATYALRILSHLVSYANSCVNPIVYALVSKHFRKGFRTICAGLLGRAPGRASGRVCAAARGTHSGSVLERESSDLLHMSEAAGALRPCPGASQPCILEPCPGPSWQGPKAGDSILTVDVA
# PTEN del growth: suppresses growth of cells with PTEN deletion; HCT116 PTEN-null viability, CellTiter-Glo, 60 h; active compounds read low; viability, % at 10 µM; hit rate 1.2% among 140,000; AID 827;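 active = viability at or below a set limit, 4 SD under the median of all tested compounds, cut at about 3.7% in these data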;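 also: PTEN knockout HCT116 line with beta catenin targeted HCT116 as companion control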
# Phagocyt inh: inhibitors of macrophage phagocytosis | J774A.1 macrophage IgG-bead phagocytosis, imaging | inhibition, % at 5 µM | hit rate 0.07% among 110,000 | AID 1029;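 active = inhibition above the mean of the plate negative controls plus 5 SD, cut at about 13% in these data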;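 also: phagocytic index as fraction of beads internalized from green versus red external bead signal; plate controls were DMSO negative control for no effect and cytochalasin-D positive control for full effect; some results beyond the cut were filed as inactive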
# E-sel TNF inh: TNF alpha driven E-selectin expression inhibition | hit rate 0.71% among 120,000 | inhibition, % at 2 µM | AID 1246 | HUVEC TNFa-induced E-selectin immunofluorescence, high content;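 active = inhibition above the batch mean plus 3 SD, and confirmed as a hit on visual image review, cut at about 43% in these data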;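 also: 0% = TNF-stimulated DMSO wells and 100% = unstimulated control wells; not every result past the cut was called active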
# MRP-1 activ: activates MRP-1; H69AR cells + doxorubicin, viability rescue, CellTiter-Glo; hit rate 0.61% among 140,000; viability increase, % at 10 µM; AID 799;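 active = viability gain under doxorubicin at or above a set limit, the compound median plus 3 SD, cut at about 4.7% in these data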;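 also: MRP-1 overexpressing cells given doxorubicin 25 µM after compound pretreatment; 18-22 h compound pretreatment then 72 h with doxorubicin before readout; 0% = doxorubicin-only wells and 100% = vehicle-treated cells without doxorubicin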
# bCat KO growth: beta-catenin-lacking colon tumor cell growth suppression; HCT116 beta-catenin knockout viability, CellTiter-Glo, 60 h; active compounds read low; viability, % at 10 µM; hit rate 1.5% among 140,000;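 active = viability at or under a set limit, the compound median less 4 SD, cut at about 6% in these data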;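 also: 0% = Hyamine 1622 control at 20 µM and 100% = untreated cell control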
# * hit, by the source's call; x = no result given.
# A first look, 3 compounds:
SMILES,Yeast growth inh,Yeast lifespan up,NPY Y2 blocker,Measles CPE,GALR2 blocker,PTEN del growth,Phagocyt inh,E-sel TNF inh,MRP-1 activ,bCat KO growth
CC(=O)c1c(C)[nH]c(C(=O)Nc2cc(C)cc(C)c2)c1C,-54,-13,0,12,2,88,-1,7,-0.7,94
COc1ccccc1NC(=S)N1C2CCC1CC(NC(=O)NC13CC4CC(CC(C4)C1)C3)C2 (stereo not given),14,-11,1,5,-9,84,x,-23,1.8,85
COc1ccccc1NC(=O)C1CCN(c2ncccn2)CC1,-12,-9,-1,9,-7,112,1,x,-0.5,105

# All compounds of this part, from the first entry:
SMILES,Yeast growth inh,Yeast lifespan up,NPY Y2 blocker,Measles CPE,GALR2 blocker,PTEN del growth,Phagocyt inh,E-sel TNF inh,MRP-1 activ,bCat KO growth
CC(=O)c1c(C)[nH]c(C(=O)Nc2cc(C)cc(C)c2)c1C,-54,-13,0,12,2,88,-1,7,-0.7,94
COc1ccccc1NC(=S)N1C2CCC1CC(NC(=O)NC13CC4CC(CC(C4)C1)C3)C2 (stereo not given),14,-11,1,5,-9,84,x,-23,1.8,85
COc1ccccc1NC(=O)C1CCN(c2ncccn2)CC1,-12,-9,-1,9,-7,112,1,x,-0.5,105
Cc1ccc(C)c(S(=O)(=O)Nc2ccc(O)cc2)c1,-17,-3,9,5,-2,81,-1,x,-1.9,74
Cc1ccc(-n2ncc(C#N)c2/N=C/N2CCN(C)CC2)cc1,-42,-11,5,25,-11,84,-1,23,-1.2,96
CCC(=O)N1CCc2cc(S(=O)(=O)NCCC(=O)NC3CCCc4ccccc43)ccc21 (stereo not given),3,-14,3,6,6,84,-5,-10,-2.1,84
CC(C)N(C(=O)NC(=O)Nc1ccccn1)S(C)(=O)=O,-39,5,3,10,5,96,-6,x,-1.4,94
Cc1c(N=Cc2ccc[nH]2)c(=O)n(-c2ccccc2)n1C,-14,-8,2,11,-7,94,0,-16,-0.5,110
CC(C)N(N=Nc1ccc([N+](=O)[O-])cc1)C(C)C,-39,-6,3,23,-7,82,-12,-8,4.7*,91
CC(C)C(=O)Nc1ccc(NC(=O)c2ccccn2)cn1,-17,x,1,2,-2,92,-1,x,-1.7,87
C=CCc1ccc(OCCn2cccc2C=O)c(OC)c1,-7,-4,-1,16,3,101,x,-8,2.2,95
Cc1ccc(NC(=O)C2CCC(=O)N2)cc1C (stereo not given),-20,x,1,25,9,102,x,-6,-1.1,104
CC(C)CC(NC(=O)c1ccc(Cl)cc1)C(=O)OCc1cc([N+](=O)[O-])cc2c1OCOC2 (stereo not given),-17,-5,2,6,-2,88,-9,-2,-0.6,93
CN(C(=O)COC(=O)C1c2ccccc2Oc2ccccc21)C1CCS(=O)(=O)C1 (stereo not given),16,-7,3,2,2,82,-1,x,0.6,85
CCOC(=O)NC(=O)CSc1nnc(SCCC(=O)O)s1,-29,5,3,8,-4,97,-6,x,1.7,95
CCOC(=O)c1c(NC(=O)CSc2nnc(-c3c[nH]c4ccccc34)n2CCOC)sc2c1CCCC2,-22,5,-1,4,-16,28,x,-16,-3.7,37
O=S(=O)(c1ccccc1)c1nc(-c2ccco2)oc1N1CCCCCC1,-28,35,8,9,-4,91,x,-39,-1.5,94
COc1ccc(Nc2ccnc3ccccc23)cc1,15,-5,4,8,13,47,-1,9,-2.1,58
CCOC(=O)c1cccc(NS(=O)(=O)c2cnc[nH]2)c1,-20,0,1,13,5,89,1,-30,-2.5,99
Cc1ccc2nsnc2c1NS(=O)(=O)c1c(C)ccc2nsnc12,0,-6,4,28,5,78,0,25,-1.6,83
O=C(O)c1cccc(Oc2ccccc2[N+](=O)[O-])c1,8,-3,5,20,-2,105,-9,x,-0.6,96
O=C1NCCc2cc3c(cc21)OCO3,-20,x,-1,7,-7,104,x,-4,-0.8,119
CCC1=NN=C(c2ccc(F)cc2)C(c2c[nH]c3ccccc23)N1O (stereo not given),20,x,2,7,4,63,x,5,-6.2,74
CC(C)c1ccc2[nH]c(O)c(N=NC(=S)NCCc3ccccc3)c2c1,-29,1,5,16,-20,24,-5,8,-4.0,26
CSc1cccc(NC(=O)/C=C/c2cccc(Cl)c2)c1,-48,-4,3,6,4,92,0,6,1.0,97
SMILES,Yeast growth inh,Yeast lifespan up,NPY Y2 blocker,Measles CPE,GALR2 blocker,PTEN del growth,Phagocyt inh,E-sel TNF inh,MRP-1 activ,bCat KO growth
CC1CCCCC1NC(=O)CCn1c(=O)oc2ccccc21 (stereo not given),-16,x,2,3,0,102,x,-1,0.8,103
CC(Sc1ccc2c(c1)OCCO2)C(=O)Nc1ccc2c(c1)OCO2 (stereo not given),-71,-3,4,4,13,97,-1,-13,0.1,93
O=C(CCn1c(=O)c2sccc2n(CC(=O)OCc2ccccc2)c1=O)NCc1ccccc1,-46,10,1,9,-6,30,0,12,-0.8,16
Cc1ccc(C(=O)CC2C(=O)N(c3ccccc3)C(=S)N2c2ccccc2)cc1 (stereo not given),-14,-1,2,22,0,84,-4,2,-1.1,82
O=C(CN1CCN(Cc2ccccc2)C1=O)NCc1ccc(Cl)cc1,-15,-5,1,5,-6,90,-1,-33,-0.8,96
CCCN1C(=O)c2cc(C(=O)NCCc3cccc(C)c3)ccc2C1O (stereo not given),-23,-8,-1,17,0,106,0,x,-2.0,100
Cc1cc(NC(=O)c2ccoc2C)no1,-33,x,1,9,3,89,x,-25,-0.8,84
Cc1cccc(Nc2nnc(SCC(=O)NCc3cccs3)s2)c1C,-5,3,2,4,1,98,-7,x,-1.4,97
CC(OC(=O)CCN1C(=O)c2cccc([N+](=O)[O-])c2C1=O)C(=O)Nc1cc(Cl)cc(Cl)c1 (stereo not given),-34,3,2,10,20,92,-2,95*,-1.9,98
Cn1nc(CC(=O)Nc2cccc3ncccc23)c2ccccc2c1=O,18,-5,-1,25,11,66,0,x,-3.3,72
COc1cc(OC)cc(C(=O)NCCCN2CCOCC2)c1,-34,x,2,7,12,98,x,3,-0.1,100
COc1ccnc(NCc2cccc(C(F)(F)F)c2)c1C#N,-36,-17,8,8,-3,89,0,-8,-2.6,82
Cc1cccc(CSc2nncc(=O)[nH]2)c1,13,1,8,18,5,100,2,6,-1.6,95
CCOC(=O)c1ccc(N2C(=O)c3n[nH]c(C)c3C2c2ccco2)cc1 (stereo not given),-61,-13,2,3,-4,102,0,1,-1.3,95
Cc1cccc(NC(=S)N(c2ccccc2)C(C)C)c1C,-10,0,3,10,-2,97,-7,21,-3.1,98
CCCNC(=O)c1ccc(N(Cc2ccccc2)S(C)(=O)=O)cc1,-12,-8,1,14,5,95,0,-10,0.0,92
Nc1cc(-c2ccc(Br)cc2)[nH]n1,-33,-6,0,5,1,91,0,10,-2.1,97
CCOc1ccc(-n2nc3c(=O)n(CCN4CCCCC4)nc(C)c3c2C)cc1,-15,5,1,3,6,100,-2,-2,-1.1,92
Cc1c(Cl)cccc1NC(=S)N1CCC(C(N)=O)(N2CCCCC2)CC1,-58,4,0,9,-14,89,-3,16,-1.1,80
COc1cc(Br)c(CCNC(=O)Cc2ccccc2)cc1OC,-33,-1,3,30,5,102,-13,-3,0.3,102
C=CCn1c(COc2cccc3ccc(C)nc23)nnc1SCC(=O)O,-24,-6,2,9,-4,95,1,-28,-0.2,80
CSCCC1NC2(C(=O)Nc3c(C)cc(Cl)cc32)[C@@H]2C(=O)N(C3CCCC3)C(=O)[C@H]12 (stereo not given in full),-49,-12,0,2,-17,98,x,x,-0.6,98
O=C(CN1C(=O)CC(c2ccco2)Sc2ccccc21)NCc1ccc2c(c1)OCO2 (stereo not given),-57,-24,-1,5,14,101,-1,-13,-3.9,92
CC(=O)c1cccc(NC(=O)CCNS(=O)(=O)c2cccc(C(C)=O)c2)c1,-24,-5,2,8,2,95,2,x,-3.5,94
c1ccc2c(SCc3cn4cccnc4n3)ncnc2c1,-56,-22,4,29,7,80,2,-2,-5.2,94
SMILES,Yeast growth inh,Yeast lifespan up,NPY Y2 blocker,Measles CPE,GALR2 blocker,PTEN del growth,Phagocyt inh,E-sel TNF inh,MRP-1 activ,bCat KO growth
COC(=O)[C@H](CC(C)C)NC(=O)N1CCN(c2cccc(C(F)(F)F)c2)CC1,-12,-6,1,11,-5,96,2,6,1.9,86
COc1cccc(C(=O)N(Cc2cc3cc(C)ccc3[nH]c2=O)C(C)C)c1,-25,-7,3,5,-12,66,-1,x,-2.4,79
O=C(Oc1cccc2ccccc12)c1ccncc1,-22,x,6,4,0,96,x,-7,-4.1,89
CC(=O)c1cccc(N(CC(=O)Nc2ccc(F)cc2F)S(C)(=O)=O)c1,-17,-8,-3,17,-7,101,0,-1,0.5,111
O=C(CSc1nnc(Cc2ccccc2)o1)NCCN1C(=O)CSC1=O,-36,-7,1,16,1,104,-1,x,0.3,103
COc1ccc(-n2c(=O)c3ccccc3n(CC(=O)NC3CCCCC3)c2=O)c(OC)c1,-23,-12,4,20,-1,101,0,-5,-0.9,97
COc1ccccc1CNC(=O)CN1CCC(NC(=O)c2ccccc2F)CC1,-19,-12,4,7,1,99,1,14,-0.6,111
O=C1CCCC2(O)C1C(c1cccc(Br)c1)NC(=O)N2Cc1ccccc1 (stereo not given),6,3,0,26,-6,111,-4,17,-1.1,99

# Whole records, looked up by structure. Screens in order: Yeast growth inh | Yeast lifespan up | NPY Y2 blocker | Measles CPE | GALR2 blocker | PTEN del growth | Phagocyt inh | E-sel TNF inh | MRP-1 activ | bCat KO growth
# COc1cccc(C(=O)N(Cc2cc3cc(C)ccc3[nH]c2=O)C(C)C)c1 is entered as -25 | -7 | 3 | 5 | -12 | 66 | -1 | x | -2.4 | 79
# CC(=O)c1cccc(N(CC(=O)Nc2ccc(F)cc2F)S(C)(=O)=O)c1 is entered as -17 | -8 | -3 | 17 | -7 | 101 | 0 | -1 | 0.5 | 111
# COC(=O)[C@H](CC(C)C)NC(=O)N1CCN(c2cccc(C(F)(F)F)c2)CC1 is entered as -12 | -6 | 1 | 11 | -5 | 96 | 2 | 6 | 1.9 | 86
# COc1ccc(-n2c(=O)c3ccccc3n(CC(=O)NC3CCCCC3)c2=O)c(OC)c1 is entered as -23 | -12 | 4 | 20 | -1 | 101 | 0 | -5 | -0.9 | 97
# COc1ccccc1CNC(=O)CN1CCC(NC(=O)c2ccccc2F)CC1 is entered as -19 | -12 | 4 | 7 | 1 | 99 | 1 | 14 | -0.6 | 111

# Sorted by length of the SMILES (smallest number first): some entries from above
SMILES,Yeast growth inh,Yeast lifespan up,NPY Y2 blocker,Measles CPE,GALR2 blocker,PTEN del growth,Phagocyt inh,E-sel TNF inh,MRP-1 activ,bCat KO growth
O=C(CSc1nnc(Cc2ccccc2)o1)NCCN1C(=O)CSC1=O,-36,-7,1,16,1,104,-1,x,0.3,103
COc1ccccc1CNC(=O)CN1CCC(NC(=O)c2ccccc2F)CC1,-19,-12,4,7,1,99,1,14,-0.6,111
COc1cccc(C(=O)N(Cc2cc3cc(C)ccc3[nH]c2=O)C(C)C)c1,-25,-7,3,5,-12,66,-1,x,-2.4,79
